# VEEV TC-83 Vero – inhibitors of VEEV TC-83 cytopathic effect, confirmation, Vero cells (AID 588727) | Vero cells, VEEV TC-83 cytopathic effect inhibition; higher % means a stronger effect | one-dose inhibition, % at 20 µM; IC50 in µM for titrated hits | 0.13% of 350,000 active; in the data active = a potency from the dose series; inconclusive = inhibition mostly from about 14% at the one dose, without a potency; inactive = the rest, 99 in 100 with inhibition below about 12%; also: strong numbers were not always called active
# tuberculosis growth – growth inhibition of non-replicating M. tuberculosis (AID 488890) | 0.39% of 320,000 active | one-dose inhibition, % at 25 µM; IC50 in µM for titrated hits | Mycobacterium tuberculosis non-replicating, growth inhibition; higher % means a stronger effect; in the data active = a potency from the dose series; inconclusive = inhibition mostly from about 82% at the one dose, without a potency; inactive = the rest, 99 in 100 with inhibition below about 76%;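 also: plate controls were DMSO cells for no effect and high antibiotic wells for full effect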
# PhoP GFP inhibition – PhoP regulon inhibitors, Salmonella typhi PhoP promoter GFP reporter, confirmatory (AID 1850) | Salmonella Typhi PhoP-promoter GFP reporter, fluorescence, 4 h; higher % means a stronger effect | inhibition, % at 50 µM, or IC50 in µM where a hit was titrated | 0.33% of 310,000 active; in the data active = a potency from the dose series; inconclusive = inhibition mostly from about 25% at the one dose, without a potency; inactive = the rest, 99 in 100 with inhibition below about 19%;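 also: 0% = induced wells with vehicle and 100% = uninduced wells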
# H37Rv inhibition – M. tuberculosis growth inhibition, HTS (AID 449762); M. tuberculosis H37Rv growth inhibition, 7H9 media; higher % means a stronger effect; one-dose inhibition, % at 25 µM; IC50 in µM for titrated hits; 0.59% of 330,000 active; in the data active = a potency from the dose series; inconclusive = inhibition above about 70% without an active follow-up result;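 also: bacterial growth assessed after seven days of incubation; strong numbers were not always called active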
# influenza NS1A – NS1A inhibition, H1N1 influenza, cell based functional assay (AID 504329); 0.3% of 340,000 active; NS1A functional cell-based assay, percent inhibition; higher % means a stronger effect; one-dose inhibition, % at 12.5 µM; IC50 in µM for titrated hits; in the data active = a potency from the dose series; inconclusive = inhibition above about 27% without an active follow-up result; also: strong numbers were not always called active
# VEEV TC-83 Vero 10K pilot screen – second read-out of VEEV TC-83 Vero, no call of its own (marks repeat the call); inhibition, %; measured here: 10K pilot screen inhibition
# Active calls of the source: *; i = inactive; ? = inconclusive; nt = not tested or not shown.
SMILES,VEEV TC-83 Vero,tuberculosis growth,PhoP GFP inhibition,H37Rv inhibition,influenza NS1A,others
C=CCNC(=O)c1ccc(Sc2ccccc2)c([N+](=O)[O-])c1,6.0%,25%,-11%,-4%,2%,
CS(=O)(=O)N(CC(=O)Nc1ccc2c(c1)OCCO2)Cc1ccc(Cl)cc1,0.8%,4%,3%,-6%,6%,
Cc1cccc(OCCSc2nc3c([nH]2)c(=N)ncn3Cc2ccccc2)c1,6.4%,38%,2%,2%,5%,
O=C(NC(=S)Nc1ccccc1Br)C1CC1,4.8%,?,-6%,-2%,3%,
CCCCCCC(=O)Nc1c2c(nc3ccccc13)N(C)CC2,0.9%,17%,1%,-3%,3%,
CCC(C)(C)NC(=O)C(c1ccc(F)cc1)N(Cc1cccc(OC)c1)C(=O)c1cnccn1 (stereo unspecified),i,12%,5%,3%,-2%,
O=C(/C=C/c1ccco1)Nc1nc(-c2ccc(F)c(F)c2)cs1,nt,34%,-6%,6%,nt,
Cc1ccc2nc(SCC(=O)NC3CCCCC3)nc(=O)n2c1,1.4%,4%,-5%,1%,-11%,
CCCn1c(N)c(N(CCOC)C(=O)c2ccccc2)c(=O)[nH]c1=O,i,2%,7%,3%,7%,
O=C(c1cccc(S(=O)(=O)N2CCCCC2)c1)N1CCN(Cc2ccccc2)CC1,5.9%,3%,nt,-7%,1%,
CC(C)c1ccc(/C=N/N2CCCCC2)cc1,i,1%,-2%,1%,12%,
COc1ccc(CN2CCNC(=O)C2CC(=O)N(C)Cc2ccon2)c(OC)c1 (stereo unspecified),2.6%,-6%,0%,6%,1%,
Cc1cc(C(=O)O/N=C(\N)c2ccc(C(C)(C)C)cc2)no1,2.8%,-1%,3%,1%,nt,
O=C(NC(NC(=S)Nc1ccc(Cl)c(Cl)c1)C(Cl)(Cl)Cl)c1ccco1 (stereo unspecified),6.5%,?,19%,0%,-8%,
NCCc1c[nH]c2ccc(O)cc12,0.5%,-7%,-6%,-1%,-6%,
NC(=O)CC(NC(=O)c1ccc(Br)cc1)c1ccc(N2CCCCCCC2)c([N+](=O)[O-])c1 (stereo unspecified),0.4%,16%,-3%,?,2%,
CCOc1cc(/C=N/O)cc(Br)c1OC,1.1%,-12%,-8%,-5%,-10%,
Oc1[nH]c2ccccc2c1C=Nc1ccccc1,0.7%,4%,2%,5%,-6%,
O=C(COc1ccc(F)cc1)Nc1c(C(=O)N2CCC(N3CCCCC3)CC2)oc2ccccc12,1.7%,27%,-9%,-7%,6%,
C=CCn1c(=O)c2c(C)c(C)sc2n2c(Nc3ccc(OC)cc3)nnc12,1.4%,22%,-5%,-2%,20%,VEEV TC-83 Vero 10K pilot screen=2.9
CN(Cc1ccccc1NCC(=O)Nc1ccccc1C#N)C1CCCCC1,i,5%,-2%,-3%,0%,
CC(=O)Nc1ccc(Nc2nc3ccccc3n3cnnc23)cc1,1.2%,0%,-6%,0%,-7%,
COC(=O)c1c(NC(=O)CCCC(=O)O)sc2c1CCCCC2,0.5%,7%,7%,-3%,-16%,
CCc1ccc2oc(-c3ccc(N)cc3)nc2c1,i,32%,-6%,?,3%,
O=C(CC(Nc1ccccc1Cl)C(=O)OCC(=O)c1cccs1)c1ccccc1 (stereo unspecified),i,?,-3%,3%,-4%,
SMILES,VEEV TC-83 Vero,tuberculosis growth,PhoP GFP inhibition,H37Rv inhibition,influenza NS1A,others
OCC[C@H]1C[C@@H](O)[C@H](O)[C@]2(OCCc3ccccc32)O1,7.6%,-9%,8%,-5%,-1%,
Cc1ccc(S(=O)(=O)NCC(=O)OCC(=O)NCc2ccc3c(c2)OCO3)cc1,3.3%,nt,nt,nt,-1%,
CCOC(=O)N1CCN(C(=O)c2ccc(S(=O)(=O)Nc3ccccc3)cc2)CC1,2.9%,18%,nt,5%,1%,
CC(NC(=S)Nc1ccc(F)cc1)C(c1cccs1)N1CCOCC1 (stereo unspecified),5.4%,40%,0%,-6%,1%,VEEV TC-83 Vero 10K pilot screen=1.6
CCOc1cccc(C(=O)Nc2nc(-c3ccc(S(=O)(=O)N4CCOCC4)cc3)cs2)c1,7.9%,10%,4%,-8%,-3%,
Cc1ccc(NC(=O)Nc2cccc(C)n2)c(C)c1,1.6%,3%,-16%,-1%,-6%,
Cc1c(-c2ccccc2)[n+](=O)c(-c2ccco2)c(C)n1[O-],3.9%,-8%,3%,-23%,21%,
O=C1c2ccccc2C(=O)N1C/C=C/c1ccccc1,0.1%,52%,-7%,-3%,-1%,VEEV TC-83 Vero 10K pilot screen=0.9
CC(=O)c1cc(NC(=O)c2cccc(C(F)(F)F)c2)c(=O)oc1C,2.6%,61%,-9%,52%,nt,
COc1ccc(CNC(=O)C(C)NC(=O)c2cc3ccccc3o2)cc1 (stereo unspecified),2.9%,34%,8%,7%,-6%,
COc1ccc(-c2noc(CNC(=O)CCCN3C(=O)[C@H]4CC=CC[C@H]4C3=O)n2)cc1,i,-7%,-1%,-4%,1%,
Nn1c(Cc2ccccc2F)nnc1SCC(=O)N1CC(=O)Nc2ccccc21,3.8%,7%,15%,4%,2%,
O=C(N=C1c2ccccc2CN1c1ccc(F)c(F)c1)c1cccnc1,0.4%,49%,16%,6%,7%,
CCc1ccccc1NC(=O)c1ccc(NCCc2ccccc2)c([N+](=O)[O-])c1,0.9%,-12%,-5%,9%,-5%,
COc1ccc(NC(=O)CN(C)C(=O)CNC(=O)Cc2cccc3ccccc23)cc1,1.8%,4%,-4%,0%,-4%,
COC(=O)c1c(C(=O)OC)c2cccc3cc(-c4ccccc4)c4ccc1c4n32,0.2%,6%,2%,2%,25%,
CCOC(=O)C1=C(O)CSC1=Nc1ccccc1,6.7%,0%,-10%,-9%,-2%,
O=C(CC(=O)N/N=C/c1c(Cl)cccc1Cl)NCc1cccnc1,2.0%,-11%,-3%,-2%,6%,
COC(=O)C1=C(C(=O)OC)[C@]2([C@H]3CC=CCN[C@@H](Cc4ccccc4)C(=O)N3Cc3ccccc3)C=C[C@H]1O2,2.0%,nt,nt,nt,9%,
CC(=O)Nc1ccc(C(=O)CSc2nnnn2C)cc1,3.1%,0%,-13%,-10%,-8%,
COc1ccc(/C=C2\SC(=S)N(CCC(=O)NC3C=CS(=O)(=O)C3)C2=O)cc1 (stereo unspecified),4.9%,14%,-3%,5%,1%,
CCCn1c(SCc2ccccc2)nc2c1c(=O)[nH]c(=O)n2C,5.0%,42%,3%,6%,-3%,
Cc1cccc(C)c1NC(=O)CCCSc1nnc(-c2ccc(F)cc2)n1-c1ccccc1,2.9%,29%,3%,7%,-6%,
CCCC(=O)N(CCN1CCOCC1)c1nc2c(F)cc(F)cc2s1,0.7%,-6%,0%,1%,2%,
C[C@H](CO)N1C[C@H](C)[C@@H](CN(C)S(C)(=O)=O)Oc2ccc(NS(=O)(=O)c3ccccc3)cc2C1=O,0.7%,5%,nt,4%,-1%,

# In the list so far, 3 have bromine:
SMILES,VEEV TC-83 Vero,tuberculosis growth,PhoP GFP inhibition,H37Rv inhibition,influenza NS1A,others
O=C(NC(=S)Nc1ccccc1Br)C1CC1,4.8%,?,-6%,-2%,3%,
NC(=O)CC(NC(=O)c1ccc(Br)cc1)c1ccc(N2CCCCCCC2)c([N+](=O)[O-])c1 (stereo unspecified),0.4%,16%,-3%,?,2%,
CCOc1cc(/C=N/O)cc(Br)c1OC,1.1%,-12%,-8%,-5%,-10%,

# 2 neighbouring entries from above:
SMILES,VEEV TC-83 Vero,tuberculosis growth,PhoP GFP inhibition,H37Rv inhibition,influenza NS1A,others
CCCC(=O)N(CCN1CCOCC1)c1nc2c(F)cc(F)cc2s1,0.7%,-6%,0%,1%,2%,
C[C@H](CO)N1C[C@H](C)[C@@H](CN(C)S(C)(=O)=O)Oc2ccc(NS(=O)(=O)c3ccccc3)cc2C1=O,0.7%,5%,nt,4%,-1%,

# More results.
SMILES,VEEV TC-83 Vero,tuberculosis growth,PhoP GFP inhibition,H37Rv inhibition,influenza NS1A,others
Cc1ccc(C(=O)NC(C)c2ccc(-n3ccnc3)cc2)c(C)c1 (stereo unspecified),2.0%,-5%,-15%,-4%,-8%,
NC1=NC2(CCN(Cc3ccccc3)CC2)n2c(nc3ccccc32)N1,0.7%,21%,-2%,2%,15%,
CC(=O)c1cccc(NC(=O)COc2cc(C)on2)c1,0.7%,1%,nt,-1%,-6%,
Cc1c(C(=O)N2CCN(c3ncccn3)CC2)oc2c(Cl)cccc12,9.8%,-12%,3%,3%,-1%,
CCN(CC)S(=O)(=O)c1cccc(NC(=O)CN2C(=O)NC3(CCOc4ccccc43)C2=O)c1 (stereo unspecified),5.6%,nt,nt,nt,-4%,
O=C(NCc1ccccc1)c1cccc2c1C(=O)c1ccc(/C=C/c3ccccc3)cc1S2(=O)=O,i,7%,nt,-2%,10%,
CC(Oc1ccccc1)C(=O)Nc1nc(-c2ccncc2)cs1 (stereo unspecified),1.0%,4%,nt,-4%,-6%,
CN(CCc1ccccn1)C(=O)CCc1nnc(CCCc2ccccc2)o1,1.5%,-5%,-15%,4%,-5%,
COc1ccc(N2CCN(CCCNC(=O)C3(S(=O)(=O)c4ccc(Cl)cc4)CC3)CC2)cc1,i,17%,8%,1%,23%,
Cc1ccccc1OCCNC(=O)c1ccco1,1.2%,28%,8%,-11%,6%,
COc1cc2ccccc2cc1C(=O)N(CCN(C)C)c1nc2ccc(C)cc2s1,7.2%,68%,-1%,63%,13%,
Cc1nn(Cc2ccccc2)c(C)c1C(=O)Nc1ccc(N2CCOCC2)cc1,4.4%,-8%,-3%,-1%,6%,
COc1ccc(-c2n(Cc3ccccc3)c3ccccc3[n+]2Cc2ccccc2)cc1,i,?,-2%,8%,1%,
CCN(CC)c1ccc(NC(=O)COC(=O)CCC(=O)c2cccs2)cc1,4.9%,43%,nt,2%,-4%,
Cc1ccc(-c2nnn(Cc3nc(N)nc(N4CCOCC4)n3)n2)cc1,0.7%,8%,1%,2%,4%,
CN(C(=O)COC(=O)/C=C/c1ccc2c(c1)OCO2)c1c(N)n(Cc2ccccc2)c(=O)[nH]c1=O,1.0%,2%,-5%,-5%,0%,
Cc1cc(C(=O)NNC(=O)/C=C/c2ccco2)c(C)o1,i,nt,nt,nt,10%,
COc1ccc(NC(=O)Nc2c(C)n(C)n(-c3ccccc3)c2=O)c(OC)c1,2.8%,-6%,-12%,-26%,-5%,
CC1=C(C#N)C(NC(=O)c2ccc(C)cc2)(C(F)(F)F)C(=O)N1 (stereo unspecified),2.2%,-15%,2%,-3%,1%,
COc1ccc(-c2noc(CCC(=O)NCc3cc(Br)ccc3OC)n2)cc1,0.6%,0%,2%,-2%,3%,
CCN(C(=O)c1ccc(=O)n(C)n1)c1c(N)n(Cc2ccccc2)c(=O)[nH]c1=O,0.8%,-9%,nt,-1%,-13%,
COc1ccccc1N1CCN(/N=C(\C)c2ccccc2O)CC1,1.5%,2%,-5%,3%,-1%,
Cc1ccccc1Cn1ccc(NC(=O)c2cc3nc(-c4ccco4)cc(C(F)(F)F)n3n2)n1,0.9%,-4%,-4%,-10%,-9%,
CC[C@H](C)[C@@H](CN[C@H](CCCCNC)CNC)NCC1CCCC1,0.3%,31%,6%,4%,1%,
COc1ccc(N2CCN(C(=O)CCS(=O)(=O)c3ccc(C)cc3)CC2)cc1,0.6%,12%,-6%,-15%,22%,
SMILES,VEEV TC-83 Vero,tuberculosis growth,PhoP GFP inhibition,H37Rv inhibition,influenza NS1A,others
Cc1ccc(-c2nc3c(=O)n(-c4ccccc4)c4c(c(=O)n(C)c(=O)n4C)c3o2)cc1,4.3%,-4%,-18%,12%,nt,
O=c1cc(CSc2nnnn2-c2ccccc2)nc2scc(-c3ccccc3)n12,2.2%,2%,-3%,4%,-1%,
COC(=O)C(Cc1c[nH]c2ccccc12)NC(=O)CNC(C)=O (stereo unspecified),0.3%,0%,-4%,-4%,-2%,
CCN1C(=O)[C@H]2[C@@H](c3ccc(C)cc3)N3C(=O)N(c4cccc(Br)c4)C(=O)[C@@]3(CC)[C@H]2C1=O,0.2%,13%,1%,2%,0%,
Cc1ccccc1NC(=O)C[n+]1cc(-c2ccccc2)n2c1CCC2,i,4%,-9%,-2%,1%,
C=CCSc1nnc(CNS(=O)(=O)c2ccc(C)cc2)n1C,0.8%,-20%,-4%,2%,-3%,
CN(C)c1cccc(C(=O)N2CCCC(CCC(=O)NCc3ccccc3F)C2)c1 (stereo unspecified),i,14%,-8%,4%,-1%,
O=[N+]([O-])c1ccc(O)c(C=Nc2ccc3nc(-c4ccccc4)[nH]c3c2)c1,1.6%,0%,4%,5%,-2%,
COCC(=O)N1CCC(n2nnc3cc(F)ccc32)CC1,1.7%,-9%,-4%,-2%,0%,
COC(=O)c1cc(NS(=O)(=O)c2ccc(N3CCC(C)CC3)c([N+](=O)[O-])c2)cc(C(=O)OC)c1,1.2%,-5%,-5%,-6%,-2%,

# Compound activity from PubChem.

# Rows are unselected. Share with any hit: about 1.6%.
